Assay outcomes (PubChem)
Myeloid diff MLP: promotes myeloid progenitor differentiation. AID 624256. calls only at 10 µM. 1% of 360,000 active. ER-HoxA9 myeloid progenitors, lysozyme-GFP differentiation, flow cytometry;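 active means normalized GFP-positive differentiation at or above the plate's own cutoff, the solvent-only control mean plus 3 SD; inconclusive means no clear call, values can overlap the other calls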;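 further: cells exposed to compound for four days before flow analysis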
Myeloid diff MLP GFP+ MAC1+ %: recorded beside Myeloid diff MLP, whose call it bears; GFP+ MAC1+ double positive, %; measured here: differentiation confirmed by MAC1 staining
* = called active by the depositor; i = inactive; ? = inconclusive; · = no result given. An excerpt (hit frequency here may not be typical).

Every second line gives: Myeloid diff MLP | Myeloid diff MLP GFP+ MAC1+ %
CC(C)C1C(=O)N(Cc2cn(CCC3OCCO3)nn2)CCS(=O)(=O)N1Cc1ccc(-c2cccc(CO)c2)cc1 (stereo not given)
  i | 0.6
CC(C)(C)c1ccc(S(=O)(=O)NC(=O)C2(C)CCN2C(=O)Cc2ccc(-c3ccccc3)cc2)cc1 (stereo not given)
  i | 0.4
COC(=O)C1CCN(C(=O)COc2ccc(N(C)S(=O)(=O)c3ccc(C)cc3)cc2)CC1
  i | 0.6
O=C(NCCN1CCC(n2c(=O)[nH]c3ccccc32)CC1)C(c1ccccc1)c1ccccc1
  i | 0.4
CCn1c(C)cc(C(=O)COC(=O)c2ccccc2[N+](=O)[O-])c1C
  i | 0.6
COc1ccc2sc(-c3ccc(N(C)C)cc3)c(C#CC(C)(C)O)c2c1
  ? | ·
CN(c1ccccc1)S(=O)(=O)c1cccc(C(=O)NCc2ccccc2CN2CCCC2)c1
  i | 1.0
CN(Cc1ccccc1)C(=O)c1cccc(NC(=O)Cc2ccc(NC(=O)C3CCN(C(=O)C4CCC4)CC3)cc2)c1
  i | 0.6
Cc1ccc(C)c(C(O)c2ncc(-c3ccc4ccccc4c3)[nH]2)c1 (stereo not given)
  i | 1.6
CC(C)(C)OC(=O)NCCCCCNC(=O)c1ncn(Cc2ccccc2)c1C(=O)NCCCCCNC(=O)OC(C)(C)C
  i | 0.5
CN(Cc1cccc(Cl)c1Cl)C(=O)c1cc(S(=O)(=O)N2CCOCC2)ccc1F
  i | 0.9
CCN(Cc1nc2ccccc2c(=O)[nH]1)C(=O)c1cc2c(s1)CCCCC2
  i | 0.4
O=C(COC(=O)/C=C/c1ccccc1)NNC(=O)c1ccccc1F
  i | 0.7
COc1ccc(CCNC(=O)COC(=O)/C=C/c2ccc3c(c2)OCO3)cc1OC
  i | 1.4
Oc1cc(Nc2cccnc2)cc2cccnc12
  ? | ·
CCCCCCCC(=O)O
  i | 5.2
NC(=O)c1ccc(NC(=O)CSc2nnc(-c3ccc4c(c3)OCO4)o2)cc1
  i | 0.9
CCN1CCN(c2oc(-c3ccccc3)nc2S(=O)(=O)c2ccc(C)cc2)CC1
  i | 1.0
CC(C)(C)c1cc(-c2nc(N)nc(N)n2)c(O)c(C(C)(C)C)c1
  i | 1.4
CN1OC[C@@H]2CN(C(=O)C(C)(C)C)[C@H](c3cccc(-c4ccccc4)c3)C[C@@H]21
  i | 0.7
O=C(COC(=O)/C=C/c1ccco1)NCCN1C(=O)CSC1=O
  i | 0.8
CCN(C(=O)COC(=O)c1cccnc1SC)c1c(N)n(Cc2ccccc2)c(=O)[nH]c1=O
  i | 0.7
COc1ccc2nc3n(c(=O)c2c1)-c1ncccc1C(=O)NC3CC(C)C (stereo not given)
  i | 0.5
Cc1ccc(CN2CCN(C(=O)/C=C/[C@H]3O[C@@H](n4cc(C)c(=O)[nH]c4=O)C[C@@H]3O)CC2)cc1
  i | 2.1
COC(=O)[C@]12CCCCC=C1N(CCc1ccc(OC)c(OC)c1)C(=O)[C@H](CC(=O)N1CCSCC1)C2
  i | 3.0
O=C(Nc1cc(Cl)ccc1N1CCOCC1)c1ccc(=O)[nH]c1
  i | 0.8
COc1ccc(NS(=O)(=O)c2cc(NC(=O)CCNC(=O)c3ccco3)ccc2OC)cc1
  i | 1.0
Cc1ccc(NC(=O)COC(=O)C2=NNC(=O)CC2)c(Br)c1
  i | 0.2
COc1ccc(Cl)cc1NC(=O)C(C)OC(=O)C1=NNC(=O)CC1 (stereo not given)
  i | 0.5
CC(=O)c1cc(C#N)c(Oc2ccccc2)nc1C
  i | 0.6
C=CCNc1ncnc2c1ncn2[C@H]1CN(Cc2ccc(-c3ccccc3)cc2)C[C@@H](CO)O1
  i | 0.4
O=C(COc1ccc(-c2nnco2)cc1)Nc1cc([N+](=O)[O-])ccc1F
  i | 1.5
Brc1ccc(C[n+]2ccccc2)cc1
  ? | ·
CC1(C(=O)NS(=O)(=O)c2cccc(OC(F)F)c2)CCN1C(=O)C1CCCCC1 (stereo not given)
  i | 0.6
Cc1cccc2c(N=NC(=O)C(C)n3cnc4ccccc4c3=O)c(O)[nH]c12 (stereo not given)
  i | 1.0
N#Cc1ccccc1COC(=O)CCN=C1NS(=O)(=O)c2ccccc21
  i | 0.9
CC1=C(C(=O)N(C)C)CC(CC(=O)NCc2cccs2)C(=O)N1Cc1ccccc1 (stereo not given)
  i | 0.7
COc1ccc([C@H]2CC(=O)C=C(c3cc(Cl)ccc3C)C2)cc1
  i | 1.8
O=C(N=C1SC2CS(=O)(=O)CC2N1c1ccccc1)c1cccc([N+](=O)[O-])c1 (stereo not given)
  i | 0.2
COc1ccc(CNC[C@H]2O[C@@H](n3ccc(=O)[nH]c3=O)[C@H](O)[C@@H]2O)cc1OC
  i | 1.6
CC1=C(C(=O)N2CCOCC2)CC(CC(=O)NCCc2ccccn2)C(=O)N1CCCN1CCCC1=O (stereo not given)
  i | 1.8
C=CC[C@H](CC(=O)N(CCO)Cc1ccccc1)C(=O)N[C@H](COC(=O)[C@@H](CC=C)CC(=O)OC(C)(C)C)Cc1c[nH]c2ccccc12
  i | 0.4
COc1ccc(CNC(=O)CSC(=S)N2CCCC2)cc1
  i | 1.5
CN(Cc1ccccc1)C(=O)c1cccc(NC(=O)Cc2ccc(NC(=O)C3CCN(S(=O)(=O)c4cccc([N+](=O)[O-])c4)CC3)cc2)c1
  i | 0.4
Cc1ccccc1S(=O)(=O)NC(=O)C1(C)CCN1C(=O)C1(c2ccccc2)CCCC1 (stereo not given)
  i | 1.2
COCCN(C(=O)COC(=O)CCc1ccccc1)c1c(N)n(Cc2ccccc2)c(=O)[nH]c1=O
  i | 0.6
CCCCC1CCC(C(=O)N(C)CC(=O)Nc2cccc(OC)c2)CC1 (stereo not given)
  i | 0.8
COCCN(CC(=O)Nc1cccc(C)c1C)C(=O)C1(c2ccccc2)CC1
  i | 0.4
Cc1ccc(Cl)cc1NS(=O)(=O)c1ccccc1
  i | 0.4
N#CCC(=O)Nc1ccc(C(=O)OCC(=O)c2ccc3c(c2)NC(=O)CO3)cc1
  i | 1.0
OC[C@@H]1CN(Cc2ccncc2)C[C@H](n2cnc3c(NCc4ccco4)ncnc32)O1
  i | 1.1
COCCN(C(=O)c1cc(-c2ccc(F)cc2)nc2ccccc12)c1c(N)n(CC(C)C)c(=O)[nH]c1=O
  i | 1.9
COc1ccc(Cl)cc1NC(=O)CN(C)C(=O)C1CC1
  i | 0.6
COc1ccc(CN2C(=O)C(CC(=O)NCCc3ccccn3)CC(C(=O)N(C)C)=C2C)cc1 (stereo not given)
  i | 1.3
COc1ccc(OCCCC(=O)OCC(=O)Nc2nnc(-c3ccccc3)o2)cc1
  i | 1.1
CNS(=O)(=O)c1ccc(C(=O)NCC(=O)NC(C)c2cccs2)cc1 (stereo not given)
  i | 0.3
NC(=O)c1ccc(NC(=O)COC(=O)C2COc3ccccc3O2)cc1 (stereo not given)
  i | 0.4
Cc1ccc(S(=O)(=O)NCCC(=O)OCC(=O)Nc2cccc(Cl)c2)cc1
  i | 0.8
CN(N=O)c1ccc(C=C2C=Cc3ccccc32)cc1
  i | 1.3
N#CCC(=O)Nc1ccc(C(=O)OCC(=O)Nc2cc(-c3ccccc3)nn2-c2ccccc2)cc1
  i | 0.8

The list goes on:
Every second line gives: Myeloid diff MLP | Myeloid diff MLP GFP+ MAC1+ %
C=C1C[C@@H]2C[C@@H]2CN(S(=O)(=O)c2ccc(C)cc2)[C@@H]1COCc1ccccc1
  i | 0.7
COc1ccc(C(CNC(=O)COc2ccc(F)cc2Cl)N2CCCCC2)cc1 (stereo not given)
  i | 0.6
COCC#Cc1cnc2c(c1)C(=O)N([C@H](C)CO)C[C@H](C)[C@@H](CN(C)S(=O)(=O)c1ccccc1)O2
  i | 0.7
C[C@@H]1CN([C@@H](C)CO)C(=O)CCCn2cc(nn2)CO[C@H]1CN(C)S(=O)(=O)c1cn(C)cn1
  i | 1.0
N#Cc1ccccc1OCC(=O)Nc1nc(-c2ccccn2)cs1
  i | 1.2
CN(C)CCN=Cc1c(O)n(-c2ccc(S(=O)(=O)N3CCOCC3)cc2)c(=O)c2ccccc12
  i | 2.2
O=C(CN1c2cccc3cccc(c23)S1(=O)=O)Nc1ccccc1Br
  i | 0.6
COc1ccc2oc(C(=O)OCC(=O)NCCc3ccc(S(N)(=O)=O)cc3)c(C)c2c1
  i | 0.2
OCC1OC(n2cnc3c(SCc4ccccc4)nc(F)nc32)C(O)C1O (stereo not given)
  i | 0.7
CC(=Nc1ccccc1)C1=C(O)C(Cc2ccc(F)cc2)NC1=O (stereo not given)
  i | 0.6
C[C@]12c3[nH]c4ccccc4c3CCN1C(=O)C(CC(=O)NCCCn1ccnc1)C[C@@H]2C(=O)N1CCCCC1 (stereo not given in full)
  i | 4.7
C[C@@H]1CN([C@H](C)CO)S(=O)(=O)c2ccc(C3=CCCCC3)cc2O[C@H]1CN(C)C(=O)Cc1cccnc1
  i | 0.8
C[C@@H]1CC2=C(C(=O)OC(C)(C)O2)[C@@H](C2CC2)O1
  i | 0.7
NC(=O)c1cccc(-c2ccnc3c2CC(C(=O)NCCc2ccccc2)O3)c1 (stereo not given)
  i | 0.4
CN(CC(=O)Nc1ccc(Cl)c(C(F)(F)F)c1)C(=O)CNC(=O)C1CCCCC1
  i | 0.3
COc1ccc(NC(=O)CCNC(=O)C2CCN(S(=O)(=O)c3ccccc3)CC2)cc1OC
  i | 0.9
COc1cc(NC(C)CCCNC(C)C)c2ncccc2c1OC (stereo not given)
  i | 1.1
Nc1nc(=O)n(C2CC(O)C(CO)O2)cc1Cl (stereo not given)
  i | 1.3
CC(C)c1cccc(-c2csc(C(C)(O)c3ccc(F)c(F)c3)n2)c1 (stereo not given)
  i | 0.9
COc1ccc(NC(=O)CSc2n[nH]c(=O)n2C2CC2)cc1Cl
  i | 1.6

In a second layout: entries from further up.
> NC(=O)c1cccc(-c2ccnc3c2CC(C(=O)NCCc2ccccc2)O3)c1 (stereo not given)
  Myeloid diff MLP = i | Myeloid diff MLP GFP+ MAC1+ % = 0.4
> CN(CC(=O)Nc1ccc(Cl)c(C(F)(F)F)c1)C(=O)CNC(=O)C1CCCCC1
  Myeloid diff MLP = i | Myeloid diff MLP GFP+ MAC1+ % = 0.3
> COc1ccc(NC(=O)CCNC(=O)C2CCN(S(=O)(=O)c3ccccc3)CC2)cc1OC
  Myeloid diff MLP = i | Myeloid diff MLP GFP+ MAC1+ % = 0.9
> COc1cc(NC(C)CCCNC(C)C)c2ncccc2c1OC (stereo not given)
  Myeloid diff MLP = i | Myeloid diff MLP GFP+ MAC1+ % = 1.1

The list continues.
canonical_smiles,Myeloid diff MLP,Myeloid diff MLP GFP+ MAC1+ %
O=[N+]([O-])c1ccc(CN2CC(N3CCC(c4ccccc4)CC3)CS2(=O)=O)cc1 (stereo not given),i,0.5
CCCn1c(SCC(=O)Nc2cc(Cl)ccc2OC)nc(O)cc1=O,i,1.8
CC(C)C(NC(=O)Cc1ccccc1)C(=O)N1CCN(c2cccc(Cl)c2)CC1 (stereo not given),i,0.7
O=C(C[C@H]1CC[C@@H]2[C@H](COC[C@H](O)CN2C(=O)c2cnccn2)O1)NCc1ccc(Cl)cc1,i,1.5
COc1ccccc1C(=O)NCC(=O)OC(C)C(=O)N(C)C1CCCCC1 (stereo not given),i,1.1
Cc1noc(C)c1-c1ccc(C(=O)NC2CCCCC2)c2occc12,i,0.4
COC(=O)[C@]12CCCCC=C1N(Cc1ccc3c(c1)OCO3)C(=O)[C@H](CC(=O)N1CCN(C(=O)C3CC3)CC1)C2,i,0.9
CCCCNC(=O)c1nc(-c2ccncc2)oc1-c1ccc(OC(F)(F)F)cc1,i,2.2
CC(C)(C)OC(=O)C[C@@H]1C/C=C\C[C@H](CC(=O)N(CCO)Cc2ccccc2)C(=O)NC[C@H](c2ccccc2)OC1=O,i,1.4
COc1cc(C(=O)N(Cc2ccccc2)c2cccc(C)c2)ccc1OCC(=O)N1CCOCC1,i,0.9
O=C(COC(=O)Cc1c[nH]c2ccccc12)Nc1ccc(Cl)cc1,i,2.7
COc1ccccc1C=NNC(=O)c1ccncc1,i,1.4
CN(C)CCN1CCN(C(c2cc3ccccc3o2)c2nnnn2C(C)(C)C)CC1 (stereo not given),i,0.5
O=C(CNC(=O)OCc1ccccc1)Nc1ccc(F)cc1,i,0.2
CC(c1ccccc1)C(OC(=O)c1cccc([N+](=O)[O-])c1C(=O)O)c1ccccc1 (stereo not given),i,1.1
CCN(CC)C(=O)C1=C(C)N(Cc2ccc(C(C)(C)C)cc2)C(=O)C(CC(=O)NCCCN(C)C)C1 (stereo not given),i,3.0
Cc1c(C(=O)N2CCN(Cc3nccn3C)CC2)oc2c(F)cccc12,i,0.5
O=C(NCC(c1ccccc1)N1CCCC1)C1CCN(C(=O)Nc2ccccc2)CC1 (stereo not given),i,0.5
CC1Cn2c(nnc2-c2cccs2)S1 (stereo not given),i,4.9
C(=NOCc1ccccc1)c1ccncc1,i,1.0
CCN(C(=O)CN1CCCCCC1)c1c(N)n(Cc2ccccc2)c(=O)[nH]c1=O,i,1.1
COc1ccccc1CNC(=O)CN1C(=O)NC2(CCOc3ccccc32)C1=O (stereo not given),i,0.8
O=C(CSc1ncnc2ccccc12)NC1CCS(=O)(=O)C1 (stereo not given),i,1.7
C[C@@H]1CCCCO[C@H](CN(C)Cc2ccc(Cl)c(Cl)c2)[C@H](C)CN([C@@H](C)CO)C(=O)c2cc(NC(=O)Nc3ccc(F)cc3)ccc2O1,i,0.8

Rewritten as labelled records: 3 of the compounds above
Molecule: CN1OC[C@@H]2CN(C(=O)C(C)(C)C)[C@H](c3cccc(-c4ccccc4)c3)C[C@@H]21
- Myeloid diff MLP: i
- Myeloid diff MLP GFP+ MAC1+ %: 0.7

Molecule: O=C(COC(=O)/C=C/c1ccco1)NCCN1C(=O)CSC1=O
- Myeloid diff MLP: i
- Myeloid diff MLP GFP+ MAC1+ %: 0.8

Molecule: CCN(C(=O)COC(=O)c1cccnc1SC)c1c(N)n(Cc2ccccc2)c(=O)[nH]c1=O
- Myeloid diff MLP: i
- Myeloid diff MLP GFP+ MAC1+ %: 0.7
